M5 antag: blocks acetylcholine activation of human M5 receptor; CHO-hM5 cells, Fluo-8 calcium fluorescence, ACh EC80; 360,000 compounds, 0.59% hits; inhibition, % at 3 µM;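 active = inhibition above a per-plate cutoff, the mean of that plate's test compounds plus 3 SD, cut at about 27% in these data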;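 note: 0% = acetylcholine EC80 with DMSO and 100% = DMSO without agonist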
CHRM5 agonist: CHRM5 agonism in calcium assay. AID 624037. P08912. activation, % at 3 µM. 360,000 compounds, 0.19% hits. CHO-K1 hM5 cells, Fluo-8 calcium fluorescence; 0% DMSO wells, 100% maximal acetylcholine response;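 active = activation above the run's mean over test compounds plus 3 SD, cut at about 23% in these data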;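 note: signal is peak over basal fluorescence ratio across the kinetic read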
CHRM4 antagonist: blocks acetylcholine activation of human M4 receptor. CHO-hM4 cells, ACh EC80, Fluo-8 calcium fluorescence. inhibition, % at 3 µM. 360,000 compounds, 0.73% hits. AID 624125;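 active = inhibition above its plate's cutoff, the mean inhibition of sample wells plus 3 SD, cut at about 27% in these data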;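 note: 0% = acetylcholine EC80 with DMSO and 100% = DMSO without agonist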
Target sequence (P08173 whole entry, looked up): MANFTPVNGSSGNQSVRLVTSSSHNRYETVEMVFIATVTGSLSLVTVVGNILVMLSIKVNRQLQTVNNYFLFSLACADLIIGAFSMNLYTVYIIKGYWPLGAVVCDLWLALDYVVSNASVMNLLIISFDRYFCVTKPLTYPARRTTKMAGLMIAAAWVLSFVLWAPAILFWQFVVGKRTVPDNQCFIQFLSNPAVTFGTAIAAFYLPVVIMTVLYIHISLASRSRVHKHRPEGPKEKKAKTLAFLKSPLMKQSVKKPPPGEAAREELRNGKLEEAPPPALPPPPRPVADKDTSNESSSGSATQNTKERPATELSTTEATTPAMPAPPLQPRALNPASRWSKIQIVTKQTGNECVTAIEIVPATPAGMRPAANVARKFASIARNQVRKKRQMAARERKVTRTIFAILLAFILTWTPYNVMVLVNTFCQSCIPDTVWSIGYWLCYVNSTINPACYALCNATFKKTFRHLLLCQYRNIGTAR
CHRM4 PAM: CHRM4 positive allosteric modulation | CHO-K1 hM4/Gqi5, Fluo-8 calcium fluorescence, ACh EC20; 0% = ACh EC20, 100% = maximal ACh | 360,000 compounds, 0.4% hits | AID 624126 | activation, % at 3 µM | P08173;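 active = activation above its plate's cutoff, the mean activation of sample wells plus 3 SD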; note: some results filed as inactive read as strong as hits
CHRM4 agonist: CHRM4 agonism in calcium assay. P08173. CHO-K1 hM4/Gqi5, Fluo-8 calcium fluorescence; vehicle 0%, full acetylcholine response 100%. activation, % at 3 µM. 360,000 compounds, 0.14% hits;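 active = activation above the run mean over all test wells plus 3 SD, cut at about 32% in these data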;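 note: peak over basal fluorescence ratio per well then scaled between controls; 0% = DMSO wells and 100% = acetylcholine at EC100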
CHRM5 PAM: CHRM5 positive allosteric modulation. P08912. CHO-K1 hM5, Fluo-8 calcium, ACh EC20 PAM; 0% = ACh EC20, 100% = ACh EC100. activation, % at 3 µM. 360,000 compounds, 0.3% hits. AID 624038;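 active = activation above the run cutoff, the mean activation of all test compounds plus 3 SD, cut at about 18% in these data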
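Assay system: CHO-K1 hM5 cells. Also added: acetylcholine at EC20 concentration, added after compound. Dosing: 3 µM, single dose. Times: compound preincubation 140 s before EC20 acetylcholine addition. Signal: Fluo-8 calcium fluorescence. Measure: % activation relative to EC20 and EC100 ACh responses. Repeats: singlicate, one well per test compound.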
M1 antag: human CHRM1 antagonism | 360,000 compounds, 1.3% hits | P11229 | CHO-K1 hM1, Fluo-8 calcium fluorescence, ACh EC80 antagonist | inhibition, % at 3 µM;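 active = percent inhibition above its own plate's cutoff, namely the mean of that plate's compound wells plus 3 SD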;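 note: peak over basal fluorescence ratio during 140 s after agonist addition; 0% = ACh EC80 plus DMSO and 100% = DMSO alone without agonist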
Target sequence (P11229 whole entry, looked up): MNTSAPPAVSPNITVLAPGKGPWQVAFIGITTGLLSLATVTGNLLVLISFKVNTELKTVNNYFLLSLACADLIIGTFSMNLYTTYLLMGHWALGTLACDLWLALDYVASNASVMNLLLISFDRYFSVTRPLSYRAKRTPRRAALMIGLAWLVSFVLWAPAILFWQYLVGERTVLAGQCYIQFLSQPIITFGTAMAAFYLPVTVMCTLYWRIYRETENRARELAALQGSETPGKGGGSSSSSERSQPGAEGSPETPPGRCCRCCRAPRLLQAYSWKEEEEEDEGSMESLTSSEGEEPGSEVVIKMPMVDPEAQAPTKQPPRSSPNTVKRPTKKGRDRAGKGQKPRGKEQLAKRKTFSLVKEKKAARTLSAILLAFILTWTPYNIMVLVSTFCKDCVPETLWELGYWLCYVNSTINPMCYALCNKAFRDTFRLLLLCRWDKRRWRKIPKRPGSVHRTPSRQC
M1 PAM: human CHRM1 positive allosteric modulation; CHO-K1 hM1, Fluo-8 calcium fluorescence, ACh EC20; 0% = ACh EC20, 100% = maximal ACh; activation, % at 3 µM; 360,000 compounds, 0.088% hits; AID 588819; in the data active = activation above about 19%, passing the limit was not always enough
CRFR2-BP ag: agonists of human CRF-binding protein/CRF-R2 receptor complex. HEK293 CRF-R2/CRF-BP, calcium dye fluorescence (FLIPR); percent of saturating CRF peptide response. activation, % at 13.2 µM. 350,000 compounds, 0.46% hits;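 active = activation of at least 50%, plus an integration ratio under a set limit after plate pattern correction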;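 note: plate controls were neutral control wells without compound for no effect and CRF at EC100 for full effect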
* = called active by the depositor; x = not tested or not shown; & = joins results of further samples.

M5 antag	CHRM5 agonist	CHRM4 antagonist	CHRM4 PAM	CHRM4 agonist	CHRM5 PAM	M1 antag	M1 PAM	CRFR2-BP ag	Structure
8	2	-1	4	0	-4	4	1	0.4	COCCNC(=O)C1CC(c2cccc(OC)c2)=NO1 (stereo not drawn)
8	-2	-14	4	1	1	-13	9	0.2	CCC(C(=O)NCCCN1CCCCCC1)n1nc(C)c2sc3ccccc3c2c1=O (stereo not drawn)
-1	-2	-5	7	1	0	-14	5	0.7	COc1ccc(-c2nnc(SCCOc3cccc(C)c3)n2N)cc1
6	-2	3	5	0	-1	-5	8	1.3	O=C(COC(=O)c1cc(Br)ccc1Cl)NC(=O)NCc1ccccc1
1	-3	-3	-1	2	-2	-3	1	4.4	CC(OC(=O)c1ccccc1NCCO)C(=O)NCC(=O)Nc1ccc(F)c(F)c1F (stereo not drawn)
-1	-1	-23	-8	9	-7	-3	-16	-3.5	COc1ccccc1C(=O)C1CCCN(C(=O)c2ccc(Cl)cc2)C1 (stereo not drawn)
0	-3	5	-1	1	1	-9	6	-0.7	COCCn1c(SCC(=O)N2CC(=O)Nc3ccccc32)nc2ccccc21
5	-1	-9	0	0	0	6	4	-2.4	O=C(OCN1C(=O)c2ccccc2C1=O)c1ccc(Cl)nc1
1	2	-11	5	2	-1	-8	2	x	COc1ccc(NC(=O)C2(C)CCN2C(=O)Cc2ccccc2)cc1OC (stereo not drawn)
4	-1	-11	3	0	-1	9	-4	-0.1	Cc1ccc(CC(SCc2ccccc2)C(=O)O)cc1C (stereo not drawn)
12	3	2	-10	11	-7	7	-9	107*	CC(C)N1CCc2c(sc(NC(=O)c3ccc(S(=O)(=O)N4CCc5ccccc54)cc3)c2C(N)=O)C1
-4	0	-9	7	1	1	-18	11	x	CC(=O)Nc1cncc(-c2cccc(C(=O)N3CCOCC3)c2)n1
20	-2	2	1	2	-9	4	-8	-0.5	O=[N+]([O-])c1ccc(N/N=C2/CCCCC2c2ccccn2)cc1 (stereo not drawn)
5	0	2	15	4	-8	x	x	x	CCOC(=O)[C@]12CCCC=C1N(Cc1ccccc1)C(=O)[C@H](CC(=O)N1CCCC1)C2
-4	0	-3	5	0	7	-14	12	-2.0	Cc1ccc(C23CC4CC(CC(C(=O)NC(C)C(N)=O)(C4)C2)C3)cc1 (stereo not drawn)
-2	0	-3	-1	0	0	-4	3	-0.3	CCCCOc1ccc(Cl)cc1CSc1nnc(CC)n1N
0	-7	-4	-1	0	-3	-9	6	0.1	CCCCC(CC)C(=O)NCc1ccc(F)cc1 (stereo not drawn)
1	-5	-5	-3	13	5	15	-7	-1.1	CCn1c(SCC(=O)Nc2ccc(OC)cc2)nc2nc3c(cc2c1=O)CCCC3
-8	-3	0	0	1	5	-10	12	-1.3	CCN1CCN(C(=O)/C=C/c2c(F)cccc2Cl)CC1
-3	-2	-1	2	0	1	-4	-7	x	COc1cncc(-c2cnc3sc(NCCc4ccccn4)nn23)c1
-6	2	2	2	4	0	-6	9	-0.6	COCCOC(=O)C1=C(C)NC(=O)NC1c1c(F)cccc1Cl (stereo not drawn)
0	1	-6	-7	8	-8	4	-5	-2.4	CC(=O)c1ccc(Nc2nc(-c3sc(C)nc3C)cs2)cc1
3	1	5	3	6	-11	-8	5	0.0	O=C(Nc1ccc(Cl)c(S(=O)(=O)N2CCOCC2)c1)C1CCCC1
0	-3	14	9	1	4	-13	9	-1.4	CCOC(=O)Nc1cc2c(C)cc(=O)oc2cc1C
1	1	-13	-1	0	1	-8	4	0.1	COc1ccc(/C=C(\C#N)C(=O)OCC(=O)NCc2ccccc2OC)cc1
0	0	6	1	0	5	-18	11	-0.6	O=C(NCc1ccco1)NC(=O)c1csc([N+](=O)[O-])c1
8	-7	-1	9	0	3	4	-4	-1.7	CC(C(=O)N1CCOCC1)(c1ccccc1)c1ccccc1
7	-3	2	1	3	5	-12	10	-3.0	COc1cccc(NC(=O)N2CCC(n3nnc4ccccc43)CC2)c1
13	3	8	-6	7	-9	6	-5	-0.5	O=C(N/N=C/c1cn(-c2ccccc2)nc1-c1cccs1)c1ccncc1
3&2	0&-2	4&7	-7&-7	6&0	-9&-8	x	x	x	CCC(c1nnnn1-c1ccc2c(c1)OCCO2)N1CCN(c2ncccc2C(F)(F)F)CC1 (stereo not drawn)
9	5	0	-8	17	-14	9	-9	3.4	CC(=O)c1cccc(NC(=O)C2CCCN(S(=O)(=O)c3cccc4cccnc34)C2)c1 (stereo not drawn)
-1	2	9	-15	0	2	0	-3	-1.9	CCOC(=O)N1CCN(C(=O)c2ccc(C)c(S(=O)(=O)Nc3cccc(C)c3C)c2)CC1
-6	0	-6	13	1	9	-22	11	-0.5	O=C(O)COc1nsnc1N1CCOCC1
-1	-1	-1	5	1	1	-13	19	2.3	C/C(=N\NC(=O)NC1CCCCC1)c1ccc(Cl)s1
-3	1	-5	1	0	4	x	x	x	COc1ccc(CCN2C(=O)COc3ccccc3C2C(=O)Nc2c(C)cccc2C)cc1OC (stereo not drawn)
4	0	4	1	1	-2	-17	14	-0.8	C=CCNC(=O)NC(=O)CSc1nnc(C(F)(F)F)n1C
-2	-2	4	3	0	-2	-9	6	-0.3	CCC(C)NC(=O)CSC1=Nc2ccccc2C2=NC(CC(=O)NCc3ccccc3)C(=O)N12 (stereo not drawn)
7	-3	-1	1	1	-3	-4	-6	-2.7	C/C(=N/NC(=O)c1cn(-c2cccc(C)n2)cn1)c1ccc(C)cc1
9	1	-12	-13	7	-2	-7	2	2.0	CCCCCCn1c(=O)[nH]c2c(c1=O)CCC2
-10	-3	-3	12	-1	5	2	6	9.8	O=C(N/C=N/OCc1ccc(Cl)cc1Cl)NOCc1ncc(C(F)(F)F)cc1Cl
0	3	9	-2	1	3	4	-1	4.5	CCc1nc(OCc2ccccc2)c2sc3nc4c(cc3c2n1)COC(C)(C)C4
1	-5	1	5	0	-5	14	-1	3.6	O=C(NC12CC3CC(CC(C3)C1)C2)c1cnccn1
3	6	-7	1	16	-24	0	-4	-1.7	COc1ccc(OCC(=O)NNC(=O)C2CCN(c3ncnc4sc(C)c(C)c34)CC2)cc1
5	1	-5	4	1	-1	-5	0	-0.8	CCOC(=O)N1CCN(C(=O)c2ccc3nc4ccsc4c(=O)n3c2)CC1
6	2	-2	5	1	4	-17	12	-1.3	Oc1ccc(CCc2ccccn2)cc1
-1	-1	-5	-2	1	-8	-4	-4	3.9	Cc1ccc(-c2cc(C(=O)NCCCn3ccnc3)c3cc(Br)ccc3n2)o1
7	-2	4	-3	3	-1	-8	8	-3.0	Cc1ccc(S(=O)(=O)N(C)C)cc1NC(=S)Nc1cccc2ccccc12
-1	-1	1	0	1	-4	3	-8	0.2	COc1ccccc1-n1c(CNC(=O)c2cccc([N+](=O)[O-])c2C)n[nH]c1=S
12	-3	3	5	0	-3	-14	13	-2.1	COc1ccccc1/C=N/N1CCN(c2ccc(Cl)cc2)CC1
1	-2	-4	1	2	-7	-14	6	-0.8	COP1(=O)C=C[C@H](N(Cc2ccccc2)S(=O)(=O)c2ccccc2[N+](=O)[O-])[C@@H](C)O1 (stereo partly drawn)

The list continues.
M5 antag	CHRM5 agonist	CHRM4 antagonist	CHRM4 PAM	CHRM4 agonist	CHRM5 PAM	M1 antag	M1 PAM	CRFR2-BP ag	Structure
0	3	11	-12	3	6	3	2	-0.3	Cc1ccc(Nc2nnc(SCC(=O)c3c(N)n(C4CC4)c(=O)[nH]c3=O)s2)cc1C
-1	-8	2	6	0	12	-9	7	4.2	CC1=C(C(=O)Nc2ccccc2C)C(c2ccc(C)o2)n2c(s/c(=C/c3ccccc3)c2=O)=N1 (stereo not drawn)
0	2	3	-3	1	-4	-7	5	-1.6	Cc1nn(C)cc1CNC(=O)c1cccc(Br)c1
4	-2	-4	10	0	0	-10	12	3.1	O=C(O)CCOc1ccc2c(c1)OCCO2
3	1	-4	4	0	-5	-11	13	-0.6	CCOc1cc(C(=O)Nc2cc(C)ccc2OC)ccc1OCC(=O)N1CCCCC1
-1	-1	7	-2	0	1	-9	6	-5.4	CCC(=O)Nc1nc2nc(-c3ccccc3)cc(-c3ccccc3)n2n1
-14	-1	5	-4	1	10	-9	13	-1.3	O=C(NCCO)c1cc2cc(Cl)cc(Cl)c2oc1=O
-8	0	-18	7	0	6	-7	2	3.0	C[C@H](CO)N1C[C@H](C)[C@H](CN(C)C(=O)Cc2ccncc2)Oc2ncc(Br)cc2C1=O
0	-3	4	1	0	2	9	-5	-1.0	CCOC(=O)N1CCN(c2ccc(F)cc2[N+](=O)[O-])CC1
19	0	-5	9	2	-8	-18	19	3.0	Cc1ccccc1C(=O)NCC(=O)N1CCN(c2ccccn2)CC1
2	-2	3	-1	1	-2	8	5	-0.5	Cc1nc2ccc(S(=O)(=O)NCC(=O)N(C)Cc3ccco3)cc2s1
20	-5	9	-2	5	-6	8	2	-0.2	COc1cccc(CNC(=O)c2nnn(CC(=O)Nc3ccc(Br)cc3)c2N)c1

4 entries from above, ordered by molar mass, descending.
M5 antag	CHRM5 agonist	CHRM4 antagonist	CHRM4 PAM	CHRM4 agonist	CHRM5 PAM	M1 antag	M1 PAM	CRFR2-BP ag	Structure
-1	-1	1	0	1	-4	3	-8	0.2	COc1ccccc1-n1c(CNC(=O)c2cccc([N+](=O)[O-])c2C)n[nH]c1=S
0	-3	5	-1	1	1	-9	6	-0.7	COCCn1c(SCC(=O)N2CC(=O)Nc3ccccc32)nc2ccccc21
1	2	-11	5	2	-1	-8	2	x	COc1ccc(NC(=O)C2(C)CCN2C(=O)Cc2ccccc2)cc1OC (stereo not drawn)
4	0	4	1	1	-2	-17	14	-0.8	C=CCNC(=O)NC(=O)CSc1nnc(C(F)(F)F)n1C

Compound activity as filed in PubChem.
